NR2F2 inh = blocks human COUP-TFII nuclear receptor | P24468 | HEK293T NGFI-A luciferase reporter, luminescence | inhibition, % at 8.6 µM | 370,000 tested, 0.7% active;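 active = inhibition above a per-plate cutoff, mean inhibition of test wells between control levels plus 3 SD, cut at about 38% in these data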;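 note: cells cotransfected with COUP-TFII expression vector driving the NGFI-A reporter; 0% = median of COUP-TF2 test wells and 100% = reporter-only cells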
SRC3 inh = inhibits human SRC3 coactivator | Q9Y6Q9 | 360,000 tested, 0.17% active | HEK293 GAL4-SRC3 luciferase reporter, luminescence | inhibition, % at 3.6 µM | AID 588352;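 active = inhibition above a per-campaign cutoff, the mean of all compounds plus 3 SD, cut at about 60% in these data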;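 note: 0% = DMSO-treated cells and 100% = gossypol-treated cells at 36 µM; higher means less SRC3-driven luciferase light from the GAL4 reporter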
Target sequence (Q9Y6Q9 whole entry, looked up, the tested form may be a part): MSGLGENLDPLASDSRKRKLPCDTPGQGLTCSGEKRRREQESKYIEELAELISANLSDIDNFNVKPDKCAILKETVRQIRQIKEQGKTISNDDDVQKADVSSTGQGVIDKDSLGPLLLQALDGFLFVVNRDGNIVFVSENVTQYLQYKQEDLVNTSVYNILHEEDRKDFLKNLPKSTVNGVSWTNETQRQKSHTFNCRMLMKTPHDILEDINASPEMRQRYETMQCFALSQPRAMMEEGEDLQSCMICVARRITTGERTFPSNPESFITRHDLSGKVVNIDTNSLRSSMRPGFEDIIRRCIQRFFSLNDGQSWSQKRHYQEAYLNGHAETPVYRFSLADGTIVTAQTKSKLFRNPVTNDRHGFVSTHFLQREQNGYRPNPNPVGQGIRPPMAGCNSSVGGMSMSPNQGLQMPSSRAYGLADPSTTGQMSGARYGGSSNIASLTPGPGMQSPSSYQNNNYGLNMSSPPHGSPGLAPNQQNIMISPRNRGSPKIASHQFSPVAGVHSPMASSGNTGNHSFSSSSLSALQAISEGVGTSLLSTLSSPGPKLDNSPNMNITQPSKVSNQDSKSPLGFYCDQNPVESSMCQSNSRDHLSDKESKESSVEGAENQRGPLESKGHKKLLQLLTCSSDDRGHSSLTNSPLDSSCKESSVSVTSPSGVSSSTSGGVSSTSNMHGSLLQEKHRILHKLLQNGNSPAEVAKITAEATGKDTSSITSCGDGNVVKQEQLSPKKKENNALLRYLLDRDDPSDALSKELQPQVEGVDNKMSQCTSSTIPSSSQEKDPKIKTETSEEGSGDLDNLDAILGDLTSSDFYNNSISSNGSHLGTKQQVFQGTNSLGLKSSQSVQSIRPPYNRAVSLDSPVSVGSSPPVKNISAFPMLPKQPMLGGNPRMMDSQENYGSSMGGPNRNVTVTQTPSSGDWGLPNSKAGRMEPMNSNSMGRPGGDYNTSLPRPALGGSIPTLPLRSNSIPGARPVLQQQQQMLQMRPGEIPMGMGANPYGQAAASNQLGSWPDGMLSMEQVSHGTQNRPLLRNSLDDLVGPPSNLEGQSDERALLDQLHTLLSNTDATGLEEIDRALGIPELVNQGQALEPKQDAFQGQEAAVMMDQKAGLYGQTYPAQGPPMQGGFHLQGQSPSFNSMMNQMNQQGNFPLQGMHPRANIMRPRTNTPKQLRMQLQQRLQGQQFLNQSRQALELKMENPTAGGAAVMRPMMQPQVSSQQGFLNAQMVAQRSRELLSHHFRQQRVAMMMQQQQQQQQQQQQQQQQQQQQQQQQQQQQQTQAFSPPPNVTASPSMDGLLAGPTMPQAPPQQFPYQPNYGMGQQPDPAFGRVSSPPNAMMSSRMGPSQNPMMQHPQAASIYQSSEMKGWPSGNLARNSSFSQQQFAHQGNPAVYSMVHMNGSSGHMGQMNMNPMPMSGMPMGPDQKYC
LMP1 NFkB inh = inhibitors of Epstein-Barr LMP1-induced NF-kappaB reporter; LMP1-induced NF-kappaB luciferase reporter cells, luminescence; 350,000 tested, 0.69% active; inhibition, % at 12.5 µM; in the data active = inhibition above about 41%;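 note: 0% = neutral control wells and 100% = reference inhibitor control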
SRC2 inh = human SRC2 (NCOA2) inhibition; Q15596; inhibition, % at 9 µM; 370,000 tested, 0.17% active; HEK293 GAL4-SRC2 luciferase reporter, luminescence;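 active = inhibition above the mean inhibition of all tested compounds plus 3 SD, set per campaign, cut at about 52% in these data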;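 note: 0% = DMSO treated cells and 100% = cells given Gossypol at 36 µM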
NCOA1 inh = inhibitors of human steroid receptor coactivator 1 (SRC1) | Q15788 | HEK293 GAL4-SRC1 luciferase reporter, luminescence | inhibition, % at 3.6 µM | 360,000 tested, 0.12% active;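 active = inhibition above the campaign mean plus 3 SD, with each screening campaign given its own cutoff, cut at about 60% in these data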;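 note: 0% = DMSO treated cells and 100% = gossypol at 36 µM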
NOD2-RIPK2 inh = NOD2-RIPK2 protein interaction inhibition; CHO BLA complementation NOD2-RIPK2, CCF4 ratio; inhibition, % at 4.98 µM; O43353; 360,000 tested, 0.38% active; in the data active = inhibition above about 21%;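 note: 0% = vehicle only and 100% = reference blocker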
TWEAK Fn14 block = inhibitors of TWEAK-Fn14 interaction signaling; TWEAK-stimulated Fn14 reporter cells, luciferase luminescence, 8 h; inhibition, % at 10 µM; 360,000 tested, 2% active; in the data active = inhibition above about 50%
C8 TRAIL sens = sensitizes caspase-8 expressing cells to TRAIL; NB7+C8 cells + TRAIL, ATPlite viability luminescence; inhibition (viability loss, TRAIL sensitization), % at 10 µM; 360,000 tested, 1% active; AID 624354;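 active = compounds causing at least 50% loss of cell viability in the single-dose screen, relative to plate controls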
TROY NFkB inh = inhibitors of TROY-dependent NF-kB signaling. Q293 LMP1-TROYcd NF-kB luciferase reporter, 4 h. 360,000 tested, 0.98% active. inhibition, % at 10 µM;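 active = compounds whose plate-normalised and pattern-corrected inhibition of the luciferase reporter signal at the single screening dose is 50% or more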
TLR9-MyD88 inh = TLR9-MyD88 interaction inhibition; CHO BLA complementation TLR9-MyD88, CCF4 FRET ratio; inhibition, % at 4.98 µM; AID 504734; 340,000 tested, 0.21% active;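 active = inhibition above the mean over all tested compounds plus 3 SD, cut at about 21% in these data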;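 note: 0% = DMSO only wells and 100% = clavulanate BLA inhibitor control wells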
LRH-1 inv ag = NR5A2 inverse agonism in reporter assay. O00482. HEK293T StAR-luciferase reporter, LRH-1 transfected, 24 h. inhibition, % at 3.6 µM. 360,000 tested, 0.13% active;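 active = inhibition above the mean inhibition of all tested compounds plus 3 SD, cut at about 73% in these data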;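 note: 0% = DMSO wells and 100% = reporter-only cells lacking LRH-1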
Starred values were filed as active, the others as inactive; / = not tested or not shown. These rows are one share of the data, so the mix of outcomes need not match the whole.

SMILES	NR2F2 inh	SRC3 inh	LMP1 NFkB inh	SRC2 inh	NCOA1 inh	NOD2-RIPK2 inh	TWEAK Fn14 block	C8 TRAIL sens	TROY NFkB inh	TLR9-MyD88 inh	LRH-1 inv ag
COc1ccc2[nH]cc(CCNC(=O)Cc3c(F)cccc3Cl)c2c1	17	6	4	33	-32	3	10	4	1	-4	-6
CC1(C)CC(=O)C(C2(O)C(=O)N(Cc3ccccc3)c3ccccc32)CO1 (configuration not stated)	-15	-5	2	22	-16	-2	3	12	24	2	4
C1CCC(NC2=NCCC2)CC1	-14	2	1	12	3	3	2	10	8	3	-8
CCOC(=O)CC1C(=O)NCCN1C(=S)NC(=O)c1ccc(C)c(Br)c1 (configuration not stated)	4	-5	3	9	-3	4	7	2	-4	-12	0
Cc1ccc(CCN2CC(C(=O)NC3CCCCC3)CC2=O)cc1 (configuration not stated)	-12	2	3	5	-1	6	12	-12	-13	-6	9
O=C(NCCOC(=O)c1ccc(C(=O)OCCNC(=O)c2ccccc2)o1)c1ccccc1	-4	9	11	-9	-8	-17	11	-11	-25	-2	10
O=C1c2cccnc2C(=O)N1Cc1ccc(Cl)cc1	-9	7	-1	3	8	-7	-3	-8	15	2	-7
CCS(=O)(=O)C(C)(CCl)C(=O)Nc1ccc(C(=O)OC)cc1 (configuration not stated)	-15	14	5	-6	-10	-1	1	6	-26	4	-13
O=S(=O)(Nc1ccccn1)c1cc(Cl)ccc1Cl	-12	7	2	-17	-11	3	20	-6	6	3	-1
O=C1NC(=O)C2(N1)C(=O)c1cccc3cccc2c13 (configuration not stated)	8	1	-9	-18	1	15	-11	-12	-13	1	8
O=C(O)c1cc2ccccc2c(=O)s1	10	0	1	-4	-12	-2	-4	-4	-15	11	-13
CCCN1CCN(C(=O)c2oc3ccccc3c2NC(=O)COc2ccc(OC)cc2)CC1	8	14	-13	23	3	-6	4	0	-6	5	19

Complete entries, quoted from the list. Order of screens: NR2F2 inh | SRC3 inh | LMP1 NFkB inh | SRC2 inh | NCOA1 inh | NOD2-RIPK2 inh | TWEAK Fn14 block | C8 TRAIL sens | TROY NFkB inh | TLR9-MyD88 inh | LRH-1 inv ag
CCCN1CCN(C(=O)c2oc3ccccc3c2NC(=O)COc2ccc(OC)cc2)CC1 is entered as 8 | 14 | -13 | 23 | 3 | -6 | 4 | 0 | -6 | 5 | 19
O=C(NCCOC(=O)c1ccc(C(=O)OCCNC(=O)c2ccccc2)o1)c1ccccc1 is entered as -4 | 9 | 11 | -9 | -8 | -17 | 11 | -11 | -25 | -2 | 10

Next section:
SMILES	NR2F2 inh	SRC3 inh	LMP1 NFkB inh	SRC2 inh	NCOA1 inh	NOD2-RIPK2 inh	TWEAK Fn14 block	C8 TRAIL sens	TROY NFkB inh	TLR9-MyD88 inh	LRH-1 inv ag
CC1(C(=O)NS(=O)(=O)C2CC2)CCN(C(=O)c2ccc3ccccc3n2)C1 (configuration not stated)	10	11	/	-33	6	-14	15	1	5	/	5
COC(=O)c1ccc(-n2c(C)nc(=O)c(-c3ccccc3)c2C)cc1	13	-1	4	14	8	-2	-22	-58	3	-9	3
c1ccc(CCNc2ccc3c(c2)Cc2ccccc2-3)nc1	-53	-219	-21	-71	-168	6	-65	7	-54	-6	-175
NS(=O)(=O)c1cccc(NC(=O)CC2(CC(=O)O)CCCC2)c1	-3	4	-1	17	0	-1	26	-7	-2	11	-1
CCCOc1ccc(-c2c(C(=O)N/N=C/c3ccco3)nnn2-c2nonc2N)cc1	-9	-18	-2	4	6	-5	1	7	15	-11	-6
C=CCn1c(SCC(=O)N(CC)c2c(N)n(Cc3ccccc3)c(=O)[nH]c2=O)nnc1-c1ccccc1OC	-6	8	7	11	-5	-6	-18	-6	3	-9	14
O=C(Nc1ccc(Cl)cc1)Nc1ccc(N2CCCC2)c(S(=O)(=O)Nc2ccccc2Cl)c1	4	16	39	10	13	-12	75*	23	33	-10	15
CCOc1ccc(CCNC(=O)C2CCN(S(=O)(=O)N3CCOCC3)CC2)cc1OCC	2	6	1	-33	3	-1	1	-4	10	-3	-11
COc1ccccc1OCCC(=O)NNC(=O)c1ccccc1F	-7	-20	-2	9	6	-5	4	-5	2	-5	13
CC(C)N1CC(C(=O)Nc2cccc([N+](=O)[O-])c2)CC1=O (configuration not stated)	7	2	6	-2	7	-5	10	-15	7	-2	23
COC(=O)c1cccc(NC(=O)c2cccc(-n3cnnn3)c2)c1	-6	-5	0	6	11	-5	-28	-9	-2	6	27
COc1ccc(S(=O)(=O)N(CCc2ccccc2)CC(=O)N/N=C/c2ccc3c(c2)OCO3)cc1	-9	-2	7	13	-2	3	14	-7	15	-2	-8

Six entries from above, ordered by length of the SMILES, smallest number first:
SMILES	NR2F2 inh	SRC3 inh	LMP1 NFkB inh	SRC2 inh	NCOA1 inh	NOD2-RIPK2 inh	TWEAK Fn14 block	C8 TRAIL sens	TROY NFkB inh	TLR9-MyD88 inh	LRH-1 inv ag
c1ccc(CCNc2ccc3c(c2)Cc2ccccc2-3)nc1	-53	-219	-21	-71	-168	6	-65	7	-54	-6	-175
CC(C)N1CC(C(=O)Nc2cccc([N+](=O)[O-])c2)CC1=O (configuration not stated)	7	2	6	-2	7	-5	10	-15	7	-2	23
COC(=O)c1ccc(-n2c(C)nc(=O)c(-c3ccccc3)c2C)cc1	13	-1	4	14	8	-2	-22	-58	3	-9	3
CCOc1ccc(CCNC(=O)C2CCN(S(=O)(=O)N3CCOCC3)CC2)cc1OCC	2	6	1	-33	3	-1	1	-4	10	-3	-11
O=C(Nc1ccc(Cl)cc1)Nc1ccc(N2CCCC2)c(S(=O)(=O)Nc2ccccc2Cl)c1	4	16	39	10	13	-12	75*	23	33	-10	15
C=CCn1c(SCC(=O)N(CC)c2c(N)n(Cc3ccccc3)c(=O)[nH]c2=O)nnc1-c1ccccc1OC	-6	8	7	11	-5	-6	-18	-6	3	-9	14

The listing continues:
SMILES	NR2F2 inh	SRC3 inh	LMP1 NFkB inh	SRC2 inh	NCOA1 inh	NOD2-RIPK2 inh	TWEAK Fn14 block	C8 TRAIL sens	TROY NFkB inh	TLR9-MyD88 inh	LRH-1 inv ag
CSCCC(NC(=O)c1ccccc1Cl)C(=O)NCC(c1ccc(F)cc1)N1CCOCC1 (configuration not stated)	-14	-12	4	-15	-8	1	-2	12	-12	-2	-10
CCOc1cc(N2CCOCC2)c(OCC)cc1NC(=O)CN1C(=O)NC(CC(C)C)C1=O (configuration not stated)	-11	7	0	2	-6	5	-17	-7	8	-10	9
CCOc1nc(NCCC2=CCCCC2)nc(N2CCOCC2)n1	-15	-6	-21	1	7	-6	-41	6	5	4	1
Cc1cc(-c2csc(NC(=O)c3ccc(S(=O)(=O)N(C)C)cc3)n2)c(C)n1-c1ccccc1	6	-5	15	18	-25	-6	17	-3	-10	1	-24
Cc1ccc(CCNC(=O)CNC(=O)c2cccs2)cc1	-12	-8	-3	-16	-7	-7	-3	-7	-32	4	-3
CC(=O)c1c(N2CCOCC2)nc(=O)n(-c2ccccc2)c1C	-3	6	10	-6	0	2	9	4	-12	1	-6
O=C1NCC(c2ccccc2)C1C(=O)N/N=C\c1ccc(-c2cccc(Cl)c2Cl)o1 (configuration not stated)	8	12	1	2	6	-9	23	11	-4	-5	-3
NCCOc1cnn(-c2ccccc2Cl)c(=O)c1Cl	21	8	4	10	9	-1	-7	9	-7	2	16
CN(CCc1ccccc1)C(=O)c1ccc(NC(=O)Cc2cccc(NC(=O)C3CCN(C(=O)CCc4ccccc4)CC3)c2)cc1	-7	-31	-15	30	-13	12	20	-4	10	-3	5
CC(C)(C)c1nnc(NC(=O)Cc2ccccc2[N+](=O)[O-])s1	0	-3	-5	7	-9	-4	12	-7	-13	5	1
COc1cc2c(cc1OC)C(c1c(Cl)cccc1Cl)NC(=O)C2 (configuration not stated)	-9	14	-36	-8	-8	-7	-11	1	-31	5	2
CN(Cc1ccccc1F)C(=O)CCCNC(=O)c1ccc(Cl)cc1	-20	0	8	-14	-28	3	1	-4	3	7	13
CC(=O)Nc1nc2ccccc2n1CCOc1ccccc1Cl	4	-10	6	20	-46	-3	-24	24	7	-10	5
Cc1sc(NC(=O)CSc2nnc(-c3ccc(F)cc3)o2)c(C#N)c1C	-31	-17	-7	-52	-25	-4	3	-2	-25	-13	-56
COc1ccc2nc3c(c(-c4ccccc4)c2c1)CCC3	-10	-18	-5	-5	-39	-6	-18	28	22	7	24
Cn1c(=S)c2[nH]c(SCC3CCCO3)nc2n(C)c1=O (configuration not stated)	6	-23	-2	-4	-21	1	1	0	2	-4	13
Cc1cc(C)cc(NC(=O)C2CCCN2C(=O)Oc2ccccc2)c1 (configuration not stated)	-12	19	0	6	8	-4	24	-13	16	5	1
Cc1nn(Cc2cccc(Oc3ccccc3)c2)c(C)c1NC(=O)NC12CC3CC(CC(C3)C1)C2	1	16	3	-1	-22	-13	43	10	40	-5	10
CCOc1ccc(S(=O)(=O)Nc2ccncc2)c(C)c1C	-2	15	-1	-10	-4	-4	-3	2	-17	-3	7
Cn1c(O)c(N=NC(=O)Cn2c(C(F)(F)F)nc3ccccc32)c2ccccc21	-5	-10	-3	1	-26	10	6	-4	-1	-3	-20
Cc1oc2c(c(C)cc3oc(=O)c(CC(=O)N[C@@H](CCCNC(N)=O)C(=O)O)c(C)c32)c1C	-3	-28	-6	-1	5	-4	15	-2	-1	7	15
CCOc1ccc(-c2nc(C#N)c(N3CCCCCC3)o2)cc1	2	-9	12	-13	-12	7	-13	-7	1	8	7
CN(C)/C=N/C(=S)Nc1ccc(Cl)c(Cl)c1	-18	-20	-22	-19	-21	4	-3	-6	-23	-12	-34
CCCCC(=O)Nc1cccc(NC(=S)NC(C)=O)c1	-2	24	1	-7	1	-5	-12	7	-2	12	2
COc1ccc(C(C(=O)NC2CCCCC2)N(C(=O)c2sc(C)nc2C)c2ccccc2)cc1 (configuration not stated)	13	12	-14	-13	4	3	-10	-8	-14	0	-29
CC(C)n1c(CN(C)c2ccccc2)nc2ccccc21	0	2	1	-18	-3	-5	7	9	-38	-7	-8

Bioassay records (PubChem BioAssay)
